hcDAF-12 act = activates DAF-12 receptor from parasite H. contortus | activation, % at 6.8 µM | HEK293 hcDAF-12 lit1-tk-luc reporter, luminescence; 0% DMSO, 100% Δ7-dafachronic acid | 1.4% of 370,000 active;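 active = activation above the mean of all tested compounds plus 3 SD, cut at about 5.5% in these data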;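 note: 100% = response to 3 µM Δ7-dafachronic acid high control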
ssDAF12 agonist = activates DAF-12 receptor from parasite S. stercoralis; AID 652126; 1% of 370,000 active; HEK293 ssDAF-12/GRIP1 lit1-tk-luc reporter, luminescence; % of 3 µM dafachronic acid response; activation, % at 6.8 µM;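 active = activation above the mean over all tested compounds plus 3 SD, cut at about 0.9% in these data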;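 note: 0% = DMSO-only wells and 100% = 3 µM delta7-dafachronic acid wells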
SMARCA2 act = SMARCA2 function activation, primary screen; MG213 cells, MMTV-luciferase reporter, dexamethasone, overnight; activation, % at 9.1 µM; 1% of 370,000 active; in the data active = activation above about 7.8%;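 note: 0% = vehicle wells and 100% = reference activator wells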
NPR1 activator = GC-A (human) enzyme activation; P16066; HEK293 GC-A cells, cGMP TR-FRET, EC30 ANP; 0% at EC30 ANP, 100% saturating ANP; activation, % at 10 µM; 0.14% of 370,000 active; in the data active = activation above about 40%
HGIII-sPLA2 inh = Blocks human group III sPLA2 activity. 0.56% of 370,000 active. Q9NZ20. inhibition, % at 12.2 µM. QFRET BODIPY PC-A2 liposome hydrolysis, fluorescence;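 active = inhibition above mean plus 3 SD of compounds lying within the high and low control bounds, cut at about 19% in these data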;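 note: 0% = median of test compound wells and 100% = no enzyme DMSO wells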
DAX1 inh-1 = inhibitors of human orphan nuclear receptor DAX1 (NR0B1); inhibition, % at 6.75 µM; P51843; AID 504766; 0.99% of 340,000 active; HEK293 Gal4-DAX1 luciferase reporter, luminescence;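 active = inhibition above the mean over all tested compounds plus 3 SD, cut at about 4.2% in these data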;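 note: 0% = DAX1-transfected cells with DMSO and 100% = empty-vector control cells with DMSO; inhibition shows as a rise in luminescence from relieved DAX1 repression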
DAX1 inh-2 = blocks DAX1 repression of SF-1 activated StAR promoter; HEK293T StAR-luciferase reporter, SF-1/DAX-1 repression relief; inhibition, % at 6.8 µM; 1.1% of 370,000 active; AID 652010;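 active = inhibition above the mean over all tested compounds plus 3 SD, cut at about 3.6% in these data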;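 note: 0% = DAX-1 cells with DMSO and 100% = cells lacking DAX-1 with DMSO; higher inhibition means more luminescence from relief of DAX-1 repression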
ADAM10 inh = ADAM10 inhibition, QFRET primary screen; 0.62% of 370,000 active; inhibition, % at 7 µM; AID 720582; recombinant ADAM10, EDANS/DABCYL FRET peptide cleavage, 3 h; O14672;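 active = inhibition above a per-campaign cutoff equal to the mean of compounds falling between control-based bounds plus 3 SD, cut at about 20% in these data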;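 note: 0% = DMSO wells while the 100% control is not disclosed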
GAA850 FXN act = frataxin GAA850 promoter activation. activation, % at 6 µM. 0.56% of 360,000 active. HEK293 lucGAA850 FXN promoter luciferase reporter, 24 h; percent of 10 µM SAHA response. AID 540364;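 active = activation above the average of all compounds screened plus 3 SD, cutoff fixed separately per campaign, cut at about 7.5% in these data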;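 note: 0% = DMSO wells and 100% = 10 µM SAHA wells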
NPR2 activator = GC-B (human) receptor activation | activation, % at 10 µM | 0.11% of 370,000 active | HEK293-GC-B cells, CNP EC30, cGMP TR-FRET; 0% at EC30 CNP, 100% saturating CNP;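 active = activation at 10 µM reaching about 35% in either raw or pattern-adjusted values, limit read from the data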
Target sequence (P20594 whole entry, looked up): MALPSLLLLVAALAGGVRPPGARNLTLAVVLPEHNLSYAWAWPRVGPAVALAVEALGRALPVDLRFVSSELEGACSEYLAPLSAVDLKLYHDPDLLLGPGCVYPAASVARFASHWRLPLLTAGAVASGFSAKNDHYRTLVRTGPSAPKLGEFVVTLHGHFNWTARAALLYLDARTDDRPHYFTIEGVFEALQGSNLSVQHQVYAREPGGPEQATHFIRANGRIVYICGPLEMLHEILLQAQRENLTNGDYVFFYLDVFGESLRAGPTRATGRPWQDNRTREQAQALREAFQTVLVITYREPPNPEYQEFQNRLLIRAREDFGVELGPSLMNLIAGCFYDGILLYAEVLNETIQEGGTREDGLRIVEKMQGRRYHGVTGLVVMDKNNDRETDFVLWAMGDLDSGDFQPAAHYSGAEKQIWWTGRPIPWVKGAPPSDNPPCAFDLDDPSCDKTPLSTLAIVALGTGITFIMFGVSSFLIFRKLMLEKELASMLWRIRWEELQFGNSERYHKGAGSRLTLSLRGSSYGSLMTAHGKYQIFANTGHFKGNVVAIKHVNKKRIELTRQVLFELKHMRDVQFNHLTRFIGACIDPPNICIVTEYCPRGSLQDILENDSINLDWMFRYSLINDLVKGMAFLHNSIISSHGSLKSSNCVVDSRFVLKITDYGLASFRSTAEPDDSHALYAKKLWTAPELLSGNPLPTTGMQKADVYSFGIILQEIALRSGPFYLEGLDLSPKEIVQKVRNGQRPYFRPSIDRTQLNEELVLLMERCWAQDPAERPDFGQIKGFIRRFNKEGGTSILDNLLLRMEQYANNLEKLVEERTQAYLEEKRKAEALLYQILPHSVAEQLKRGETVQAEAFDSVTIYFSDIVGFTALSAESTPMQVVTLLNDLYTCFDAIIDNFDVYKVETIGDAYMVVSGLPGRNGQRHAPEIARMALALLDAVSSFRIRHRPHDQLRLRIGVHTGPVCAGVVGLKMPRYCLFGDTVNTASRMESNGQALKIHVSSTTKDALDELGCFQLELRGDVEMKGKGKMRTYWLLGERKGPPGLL
hgDAF-12 ag = hgDAF-12 agonism, primary luciferase screen. activation, % at 6.8 µM. HEK293 GAL4-hgDAF12 UAS-luciferase reporter, agonist luminescence; normalized to butyrate control. AID 687014. 1.8% of 370,000 active;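 active = activation above a cutoff set at the mean of all screened compounds plus 3 SD, cut at about 10% in these data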;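 note: 0% = DMSO wells and 100% = sodium butyrate wells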
Active calls of the source: *; . = not tested or not shown. No enrichment for hits; about 6.6% have a hit in one of these screens.

SMILES	hcDAF-12 act	ssDAF12 agonist	SMARCA2 act	NPR1 activator	HGIII-sPLA2 inh	DAX1 inh-1	DAX1 inh-2	ADAM10 inh	GAA850 FXN act	NPR2 activator	hgDAF-12 ag
Cc1cc(C)n(-c2ccc(C(=O)N3CCc4ccccc43)cc2)n1	0.2	-1.1	6	0	-5	0.5	-0.3	1	2.3	-1	1.8
CC(=O)N1CCN(S(=O)(=O)c2cccc(C(=O)NNC(=O)Cn3ccc(C(F)(F)F)n3)c2)CC1	-2.0	-0.7	-2	4	-1	0.1	-0.4	-3	0.6	0	2.5
CSc1ccccc1NC(=O)CN(C)CC(=O)Nc1ccc(Cl)cc1F	-2.1	-1.6	-5	-2	1	-0.3	-0.5	2	1.4	-5	-2.1
CCCCN1C(=O)/C(=C2\SC(N3CCCCC3)=NC2=O)c2ccccc21	3.1	-1.7	6	8	2	4.3*	1.7	-7	7.1	-2	6.9
Cc1ccc(S(=O)(=O)N(C)C)cc1NC(=O)COC(=O)Cc1ccccc1F	-1.1	-0.8	0	0	-9	-0.2	-1.0	2	0.4	6	-0.1
O=C(NC12CC3CC(CC(C3)C1)C2)c1ccc(-c2cccc(Cl)c2)o1	-0.8	-1.5	4	-5	-3	1.6	-0.2	7	-3.6	-1	1.8
COc1ccc2cc(C3(C)NC(=O)N(CC(=O)NCc4ccco4)C3=O)ccc2c1 (centres undefined)	-1.5	-1.2	1	3	-9	0.3	-0.6	5	-2.0	-1	1.3
COCCNC(=O)c1c(CSc2ccccc2)noc1C(=O)NCc1ccccc1	0.4	-1.1	-1	-1	-5	-0.1	-0.6	2	1.2	-3	0.1
CCOC(=O)N1CCN(S(=O)(=O)c2ccc(C)cc2)C1c1ccccc1 (centres undefined)	0.2	-1.6	-3	-6	-1	1.6	-0.7	3	-5.1	1	-2.5
COC(=O)c1ccccc1NC(=O)COC(=O)c1ccccc1N=Nc1ccc(N(C)C)cc1	1.8	-1.2	3	1	3	-0.9	0.4	5	1.5	-4	5.1
CC(SCc1ccccc1)C(=O)NN=C1CCN(C)CC1 (centres undefined)	0.1	-1.2	-2	-3	1	-1.2	-0.3	-2	1.5	-4	1.5
CCOC(=O)NC(Nc1ncccn1)(C(F)(F)F)C(F)(F)F	-0.3	-1.4	-2	-1	4	-1.1	-0.9	0	1.7	5	-1.0
CCOC(=O)C1(CCOc2ccccc2)CCN(C(=O)CCSC)CC1	-1.4	-1.2	-2	0	0	-0.8	-0.5	2	0.4	8	-1.3
Cc1cccc(NC(=O)C2CCCN(S(=O)(=O)c3ccc4[nH]c(=O)ccc4c3)C2)n1 (centres undefined)	-1.2	-1.1	-1	1	0	0.1	-0.4	-2	0.5	2	-2.2
COc1ccc(OCC(=O)NCCNC(=O)c2ccncc2)cc1	-1.8	-0.8	-4	-6	3	-0.4	-0.1	1	1.1	2	-2.3
O=C(c1ccc(N2CN(C(=O)c3ccco3)c3nc4ccccc4nc32)cc1)N1CCOCC1	-0.4	-1.6	2	0	-9	0.3	-0.8	-28	-2.9	0	0.8
O=[N+]([O-])c1cccc(I)c1	-1.1	-1.7	-5	7	0	.	-0.1	-8	.	-8	0.8
Cc1ccc(S(=O)(=O)N2[C@@H](c3ccccc3)C(C(=O)O)=CC[C@H]2c2cccc(Cl)c2)cc1	0.1	-1.0	0	-1	-3	-1.3	0.2	2	1.5	7	0.3
C/C(=N\n1c(C)nc2ccccc2c1=O)c1ccc(C)o1	-0.3	-0.7	-3	-2	-4	-0.5	0.6	-5	-0.1	0	-0.1
CCCC12CN3CCN(CC(C3)/C1=N\NC(=O)c1ccc(F)cc1)C2	-0.2	-0.8	1	2	1	0.0	0.6	-15	3.0	0	13*
CCN(CC(=O)NC1CCS(=O)(=O)C1)c1nc(-c2ccccc2)nc2ccccc12 (centres undefined)	1.5	-1.0	-2	-1	-4	0.0	-0.8	-2	0.2	-3	-0.6
COC(=O)c1cccc(NC(=S)Nc2cccc(Cl)c2Cl)c1	-1.2	-0.8	4	-1	-8	0.4	-0.7	2	-1.3	-1	0.5
O=S1(=O)N[C@H](Cc2ccccc2)COc2cccc(F)c21	-1.4	-0.8	-4	0	8	.	1.4	-13	.	5	-0.8
COc1ccccc1/C=C/c1ccc2cccc(O)c2n1	5.5	0.0	6	6	5	2.5	0.7	-17	5.2	-1	4.6
CCN(CC)C(=O)CC[C@@H]1CC[C@]2(CCCN(Cc3ccc(Cl)cc3)C2)O1	-1.6	-0.8	-3	2	1	.	0.6	-3	.	-7	-1.6
O=C(O)c1cc(S(=O)(=O)N2CCN(C(c3ccccc3)c3ccccc3)CC2)ccc1Cl	0.6	-1.2	1	-3	-22	0.5	-0.5	2	-1.2	-4	1.8
S=C(NCCc1ccccc1)N/N=C/c1ccc(Cl)cc1	1.2	-1.1	-1	0	-3	1.2	0.2	0	-0.7	1	-0.6
O=C(Cn1c(-c2cncs2)nc2ccccc21)NCCc1ccccc1	-1.1	-0.8	-2	-1	6	1.1	-0.7	-9	-0.5	-2	-2.2
CCc1ncc(C(O)c2cccc3ccccc23)n1C (centres undefined)	0.3	-1.1	-5	0	-1	-0.1	-0.3	6	-1.5	-5	-0.7
CC(C)(C)c1cc(CN2CCC(O)CC2)cc(C(C)(C)C)c1O	-1.0	-0.8	-4	0	11	-0.2	-0.3	-8	1.5	-8	-1.3

As entered above:
Reading of CCOC(=O)NC(Nc1ncccn1)(C(F)(F)F)C(F)(F)F under DAX1 inh-1: -1.1
Reading of CCN(CC)C(=O)CC[C@@H]1CC[C@]2(CCCN(Cc3ccc(Cl)cc3)C2)O1 under NPR1 activator: 2

Carrying on.
SMILES	hcDAF-12 act	ssDAF12 agonist	SMARCA2 act	NPR1 activator	HGIII-sPLA2 inh	DAX1 inh-1	DAX1 inh-2	ADAM10 inh	GAA850 FXN act	NPR2 activator	hgDAF-12 ag
OC1CCN(c2ncnc3nc[nH]c23)CC1	-0.9	-0.6	0	2	1	0.1	0.1	-14	0.1	3	1.4
O=C(O)c1ccc(NCc2cccs2)cc1	-0.8	-0.9	-2	-1	5	0.8	0.3	1	1.9	-10	-2.1
CCOC(=O)Cc1cnc(NC(=O)CSc2nc(N)cc(N)n2)s1	-2.6	-2.1	-2	1	-5	-0.9	-0.9	-7	-0.1	-2	0.6
N#Cc1cn(Cc2ccncc2)c(=O)[nH]c1=O	-1.8	-1.0	1	-1	4	1.1	0.2	-7	1.6	-1	-4.3
Cc1cc(C)n(CCNC(=O)c2ccc3c(c2)OCO3)n1	-0.6	-0.9	-2	-2	0	-0.3	-0.1	-3	-1.8	4	2.0
CCCCSc1nnc2[nH]c(=O)cc(N)n12	-1.7	-0.4	-2	1	1	1.5	-0.5	-5	0.9	-1	-2.2
CCCCNc1c(-c2cccc(-c3ccc(OC)cc3)c2)nc2ccc(C)cn12	-2.7	-1.8	2	13	-1	-1.5	-1.4	-237	-3.6	13	0.6
CC(C)OC(=O)C(C#N)c1nc2ccccc2nc1N1CCN(Cc2ccccc2)CC1 (centres undefined)	-0.8	-0.4	0	-3	-3	1.5	-0.3	-13	0.7	-6	-0.9
O=C(CCn1cccc1)Nc1cc(F)ccc1F	-0.9	-0.9	-1	1	-9	0.0	-0.3	-6	3.9	0	-1.1
COc1ccccc1S(=O)(=O)Nc1ccc2nc(C)sc2c1	-0.9	-1.2	0	1	-7	-0.5	-0.8	-12	0.3	3	-2.3
CCc1nccn1S(=O)(=O)c1ccc2ccccc2c1	-0.6	-1.1	-1	3	-8	0.0	1.0	1	-0.8	-7	4.9
CC(C)Oc1ccc(CCC(=O)NNC(=O)c2ccccc2C(=O)O)cc1	-1.4	-0.8	-1	4	-15	-1.1	-0.8	7	0.4	5	3.5
CC(C)c1ccc(S(=O)(=O)N2CCN(C(=O)CCNS(=O)(=O)c3ccccc3F)CC2)cc1	-1.0	-0.3	-3	0	-26	-0.4	0.1	6	0.7	0	-0.9
O=C(Nc1ccc2c(c1)OCCO2)c1ccccc1Cl	7.2*	0.0	1	-1	4	1.9	9.0*	-2	1.8	2	12*
Brc1ccc2nc(-c3ccc(CN4CCC5(CC4)CNc4ccccc45)cc3)c(-c3ccccc3)nc2c1	1.1	0.1	-1	3	18	.	-0.1	-23	.	4	3.8
CCOC(=O)c1ccccc1NC(=O)N[C@@H](C)C(=O)OC	0.3	-1.0	-2	0	-1	1.0	0.8	-3	1.8	7	0.9
Cc1cc(Cl)ccc1N1C(=O)CC(SCCC(=O)O)C1=O (centres undefined)	-1.2	-0.8	2	-2	0	-0.5	-0.4	4	-0.7	2	0.8
CCSc1nnc(NC(=O)CCCOc2ccc(C)cc2)s1	1.2	-1.9	-1	3	-7	0.3	-0.3	-6	0.3	-2	0.2
COc1ccc(C(=O)Nc2ccccc2C(=O)NCc2cccnc2)cc1	-3.1	-1.8	-2	-5	-4	0.1	-1.3	-11	-1.9	4	-2.6
Cc1ccc2oc3c(SCc4nc5ccccc5[nH]4)nc(C)nc3c2c1	-0.3	-1.1	2	4	-22	-0.3	-0.3	-19	4.6	0	0.6
O=C(C[C@H]1C[C@H](C(=O)N2CCOCC2)[C@@]2(CCC3CCCC3)c3[nH]c4ccc(Cl)cc4c3CCN2C1=O)NCCCn1ccnc1	-0.3	-1.1	-6	-3	-21	0.5	3.3	7	-3.3	3	-0.5
CCCS(=O)(=O)NC(=O)C1(C)CCCN(C(=O)c2ccc(F)c(Cl)c2)C1 (centres undefined)	-0.7	-0.7	-1	-2	-3	.	-0.7	-8	-2.0	0	-0.6
C=C(C)C(=O)Nc1cccc(C2=NOC3(C2)C[C@@H](C(N)=O)N(C(=O)c2cc([N+](=O)[O-])cc([N+](=O)[O-])c2C)C3)c1 (some centres undefined)	-1.0	-1.1	-1	-1	-6	1.5	-0.4	8	-0.4	2	0.3
CCN(CC)c1ccc(C(=O)OCC(=O)NC(C)(C)C)cc1	0.5	-0.8	3	0	-6	-0.9	-1.0	8	-1.3	2	1.6
O=C(c1cc(-c2ccc(Cl)cc2)nc2ccccc12)N1CCOCC1	-0.6	-1.0	-2	3	2	0.3	-2.2	-14	0.1	1	0.9
Cc1ccc(S(=O)(=O)N(CC(=O)Nc2ccccc2C(=O)O)c2cccc(Cl)c2C)cc1	-0.4	-1.8	3	-2	-46	0.4	-0.4	-1	0.7	-4	-0.2
Cc1cc(NS(=O)(=O)c2ccc(NC(=O)CCCOc3ccccc3C)cc2)no1	-1.1	-0.7	1	0	-22	-0.2	0.4	15	1.4	-3	1.3
COC(=O)c1ccc(/C=C2/SC(=S)N(CCCC(=O)Nc3ccccn3)C2=O)cc1	-0.9	-1.8	-2	-7	-3	0.0	-0.3	4	-2.9	-9	-3.2
O=C(Cc1nnc(NC(=O)Nc2ccc(Cl)cc2)s1)NCc1ccccc1	-2.4	-1.3	4	1	-8	-0.4	0.3	-3	0.5	4	3.3
CCN(CC)C(=N)N1c2ccccc2CCC1C (centres undefined)	-2.2	-2.1	-2	-6	5	0.2	0.2	-3	-0.1	0	-0.1

Bioassay records as filed in PubChem BioAssay.
